# Mtb UGM inh: M. tuberculosis UGM enzyme inhibitors, primary screen, biochemical, fluorescence polarization, single point | purified UGM, fluorescence polarization probe displacement | inhibition, % at 10 µM | hit rate 0.06% among 320,000 | AID 504406, 2011; in the data active means inhibition above about 10%, passing the limit was not always enough; inconclusive means no clear call, values can overlap the other calls
# Target sequence (P9WIQ1 whole entry, looked up): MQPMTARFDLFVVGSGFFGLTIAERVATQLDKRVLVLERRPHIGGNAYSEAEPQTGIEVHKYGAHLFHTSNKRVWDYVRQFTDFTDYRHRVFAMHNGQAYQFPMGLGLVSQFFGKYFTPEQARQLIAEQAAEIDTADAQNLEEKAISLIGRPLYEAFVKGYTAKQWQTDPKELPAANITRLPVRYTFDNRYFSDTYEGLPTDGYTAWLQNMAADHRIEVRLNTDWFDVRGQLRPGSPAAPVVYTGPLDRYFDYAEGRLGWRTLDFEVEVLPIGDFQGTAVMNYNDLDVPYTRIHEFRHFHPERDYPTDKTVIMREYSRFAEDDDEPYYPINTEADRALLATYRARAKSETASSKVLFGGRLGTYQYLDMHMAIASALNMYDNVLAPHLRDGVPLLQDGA
# GDH-TPI counter: GDH-TPI coupling enzyme inhibitors, primary screen, artefact control for M. tuberculosis FBA inhibitor project, biochemical, absorbance, full deck. hit rate 1.2% among 360,000. inhibition, % at 4.8 µM. GDH-TPI coupled enzyme counterscreen, NADH absorbance;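 further: 0% = DMSO wells and 100% = wells lacking the enzyme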
# BoNT-F LC inh: BoNT/F light chain protease inhibitors, primary screen, biochemical, flow cytometry, MLPCN library; Botulinum neurotoxin type F light chain protease (Clostridium botulinum); Multiplex microsphere protease cleavage assay; inhibition, % at 10 µM; hit rate 0.22% among 360,000; AID 588497, 2011; in the data active means inhibition above about 35%, passing the limit was not always enough; inconclusive means no clear call, values can overlap the other calls; further: plate controls were buffer without enzyme for full effect and enzyme alone for no effect
# FBA Mtb inh: Mtb FBA enzyme inhibitors, primary screen, biochemical, fluorescence, strain H37Rv; purified M. tuberculosis FBA, fluorescence read-out; hit rate 2.3% among 360,000; inhibition, % at 1 µM; Fructose-bisphosphate aldolase (Mycobacterium tuberculosis (strain ATCC 25618 / H37Rv)), …; AID 588726, 2011; in the data active means inhibition above about 27%;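 further: 0% = vehicle and 100% = reference inhibitor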
# Target sequence (P9WQA3 whole entry, looked up): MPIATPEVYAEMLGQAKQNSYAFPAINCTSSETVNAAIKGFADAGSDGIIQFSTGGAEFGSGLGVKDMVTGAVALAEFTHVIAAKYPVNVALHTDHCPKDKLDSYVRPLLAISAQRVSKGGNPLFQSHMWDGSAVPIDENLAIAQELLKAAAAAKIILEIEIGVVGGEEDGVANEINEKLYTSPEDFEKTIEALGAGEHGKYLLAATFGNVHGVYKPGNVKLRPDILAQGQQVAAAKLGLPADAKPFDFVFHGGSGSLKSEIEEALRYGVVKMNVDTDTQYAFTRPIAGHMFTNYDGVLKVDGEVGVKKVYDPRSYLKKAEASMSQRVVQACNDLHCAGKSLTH
# PrPC surface inh: inhibitors of human cell surface prion protein PrPC, primary screen, cell-based, TR-FRET; Major prion protein (Homo sapiens), P04156; TR-FRET read-out; inhibition, % at 13.8 µM; hit rate 0.43% among 370,000; in the data active means inhibition above about 24%; further: 0% = median of the test wells and 100% = reference compound wells
# Mtb BioA inh: M. tuberculosis BioA enzyme inhibitors, primary screen, biochemical, plate reader, single point, HTS; inhibition, % at 9.99 µM; purified M. tuberculosis BioA enzyme; hit rate 0.096% among 360,000; in the data active means inhibition above about 40%; inconclusive means no clear call, values can overlap the other calls
# CCHF vOTU inh: CCHFV vOTU protease inhibitors, primary screen, biochemical, Pep-AMC substrate, fluorescence; inhibition, % at 11.5 µM; hit rate 0.55% among 370,000; AID 651958, 2012; further: 0% = vehicle wells with enzyme and 100% = no enzyme wells
# BoNT A protease: BoNT/A light chain protease inhibitors, primary screen, biochemical, flow cytometry, MLPCN library; Botulinum neurotoxin type A light chain protease (Clostridium botulinum A str. ATCC 3502); multiplex microsphere protease substrate cleavage; inhibition, % at 10 µM; hit rate 0.17% among 360,000; AID 588499, 2011; in the data active means inhibition above about 30%; inconclusive means no clear call, values can overlap the other calls; further: plate controls were buffer without enzyme for full effect and enzyme alone for no effect
# FadD28 FP inh: inhibitors of FadD28 bisubstrate probe binding, primary screen, biochemical, fluorescence polarization, single point. Mycobacterium tuberculosis FadD28 fatty-acid-AMP ligase. inhibition, % at 12.5 µM. hit rate 0.22% among 360,000. AID 588549, 2011; in the data active means inhibition above about 8.5%, passing the limit was not always enough; inconclusive means no clear call, values can overlap the other calls
# Numbers without * were called inactive; u = inconclusive; x = no result given. Unless noted, no stated cut-off is given here; in the data, active means inhibition above about 30%; inactive means the rest.
SMILES,Mtb UGM inh,GDH-TPI counter,BoNT-F LC inh,FBA Mtb inh,PrPC surface inh,Mtb BioA inh,CCHF vOTU inh,BoNT A protease,FadD28 FP inh
Cc1cc(C)n(-c2ccc(C(=O)Nc3cc(S(=O)(=O)N(C)C)ccc3Cl)cc2)n1,0.1,-1,2,-7,11,x,0,0.5,-5.3
C=CCn1c(O)c(C(CC)=Nc2ccc(NC(C)=O)cc2)c(=O)[nH]c1=O,-1.2,10,u,0,-3,x,-4,u,-0.9
C/C=C/C(=O)OCC(=O)Nc1ccc(C)c(S(=O)(=O)N(C)C)c1,0.6,-6,0,3,-2,x,8,0.3,-1.7
CCOc1ccc(Oc2ccccc2NS(=O)(=O)c2ccc(CCC(=O)O)cc2)cc1,0.0,8,-4,3,3,-6.9,1,0.2,-5.7
O=C(CC(=O)N/N=C/c1c(F)cccc1Cl)NCCc1ccccc1,1.7,5,u,0,4,-2.0,-12,-3.5,-0.4
O=C(O)c1ccccc1C(=O)c1ccc2c(c1)CCC2,0.3,5,-12,6,-1,-0.5,9,-2.5,-1.8
Clc1ccc2nc(-c3ccccc3)cn2c1,0.4,5,0,5,0,-1.1,-4,1.1,-1.5
CCCN(Cc1nnc(-c2cccs2)o1)C(=O)CN1C(=O)NC2(CCCCC2)C1=O,x,9,10,1,-5,x,3,1.4,-0.6
COc1ccccc1C(=O)NCCC(=O)Nc1ccc(S(=O)(=O)N2CC(C)CC(C)C2)cc1 (configuration not stated),-0.9,10,-1,2,0,-7.0,9,0.5,-1.1
Cc1cccc(/C=N/Nc2nncc3ccccc23)c1,-1.5,9,-8,2,6,0.6,-7,0.3,-2.6
COCC(C)n1c(C)cc(C(=O)CSc2nnc(-c3ccco3)o2)c1C (configuration not stated),0.7,3,4,0,-7,x,-8,0.5,-2.6
O=C(N/N=C/c1ccc2c(c1)OCO2)C(=O)Nc1cccc(Cl)c1,-2.8,3,6,0,-4,-0.2,12,-0.7,-0.7

# 3 entries from above, field by field:
Cc1cccc(/C=N/Nc2nncc3ccccc23)c1
- Mtb UGM inh = -1.5
- GDH-TPI counter = 9
- BoNT-F LC inh = -8
- FBA Mtb inh = 2
- PrPC surface inh = 6
- Mtb BioA inh = 0.6
- CCHF vOTU inh = -7
- BoNT A protease = 0.3
- FadD28 FP inh = -2.6
COCC(C)n1c(C)cc(C(=O)CSc2nnc(-c3ccco3)o2)c1C (configuration not stated)
- Mtb UGM inh = 0.7
- GDH-TPI counter = 3
- BoNT-F LC inh = 4
- FBA Mtb inh = 0
- PrPC surface inh = -7
- Mtb BioA inh = x
- CCHF vOTU inh = -8
- BoNT A protease = 0.5
- FadD28 FP inh = -2.6
O=C(N/N=C/c1ccc2c(c1)OCO2)C(=O)Nc1cccc(Cl)c1
- Mtb UGM inh = -2.8
- GDH-TPI counter = 3
- BoNT-F LC inh = 6
- FBA Mtb inh = 0
- PrPC surface inh = -4
- Mtb BioA inh = -0.2
- CCHF vOTU inh = 12
- BoNT A protease = -0.7
- FadD28 FP inh = -0.7

# The list continues:
SMILES,Mtb UGM inh,GDH-TPI counter,BoNT-F LC inh,FBA Mtb inh,PrPC surface inh,Mtb BioA inh,CCHF vOTU inh,BoNT A protease,FadD28 FP inh
COc1ccc(N2CCN(C(=O)CNC(=O)Cn3c(C)cc4ccccc4c3=O)CC2)cc1,-5.7,6,-7,2,1,-1.7,5,-3.0,-0.3
CCOC(=O)c1cc(C)[nH]c(=S)c1C#N,-2.4,-1,u,8,-5,1.6,10,1.3,-2.1
O=C(NNc1nc(-c2ccccc2)c2cc(Br)ccc2n1)c1ccc(S(=O)(=O)N2CCOCC2)cc1,-1.4,2,-14,-3,-5,2.6,-7,-0.2,-0.7
FC(F)(F)c1cc(-c2cccs2)nc2nc(N3CCOCC3)sc12,-1.9,14,1,11,-8,x,-7,1.9,0.6
COc1cc(NC(=O)C2CC(=O)N(CCc3ccccc3)C2)cc(OC)c1 (configuration not stated),-0.4,-6,3,0,-9,2.6,-7,4.3,3.3
O=C(NCc1cc(C(F)(F)F)ccc1F)C1CCC(=O)N(C2CCCCCC2)C1 (configuration not stated),0.2,4,-1,4,5,3.0,21,-1.0,-5.1
Cn1ncc(-c2ccno2)c1C(=O)O,0.4,-4,0,0,4,x,5,-0.4,1.2
Cc1ccc(/C(O)=C2/C(=O)C(=O)N(Cc3ccco3)C2c2cccs2)cc1 (configuration not stated),-0.9,20,-4,-2,x,x,x,0.5,-1.1
Cc1ccc(CN2C(=O)CCC2C(=O)NCc2cccnc2)cc1 (configuration not stated),1.0,4,2,2,6,x,-12,3.6,-0.6
O=C(Nc1ccc(F)cc1)c1nc2c(nnn2Cc2cccc3ccccc23)c(=O)[nH]1,-1.7,4,1,-2,6,-1.4,1,1.0,-2.4
COc1ccc(OC)c(NC(=O)CN(Cc2ccc(F)cc2)C2CCCCC2)c1,0.4,-10,-3,1,11,1.5,7,-2.6,-2.1
COc1ccc(NC(=O)N2CCCC(C(=O)NC(C)C)C2)cc1 (configuration not stated),0.6,9,-4,1,12,-2.1,5,-0.7,0.2
CCOC(=O)Cc1csc(NC(=O)C2CCCN(S(=O)(=O)c3cnc[nH]3)C2)n1 (configuration not stated),1.2,4,-5,3,-1,-3.1,-3,-0.2,2.0
Cc1ccc(NC(=O)c2cc(S(=O)(=O)c3ccccc3)ccc2Cl)cc1,-1.1,8,-5,-4,13,1.4,-2,-0.5,-0.5
CCn1c(Cc2ccccc2)nnc1SCC(=O)Nc1ccccc1O,-0.8,0,-2,6,-5,14,1,0.7,-0.7
Cc1ccc(S(=O)(=O)Nc2cc(=O)[nH]c(SCc3ccc(Cl)cc3)n2)cc1,-1.0,-5,0,-5,4,-0.6,-4,1.0,-4.3
Cn1c(=O)c(C(=O)c2ccccc2)nc2ccccc21,-1.1,8,-6,4,-6,1.5,3,0.7,-3.4
CC(Nc1nc(-c2ccc(F)cc2)cs1)c1nc2cc(Cl)c(Cl)cc2n1CCOCCO (configuration not stated),0.7,6,3,2,1,0.3,-7,0.2,-1.6
Cc1ncc(N=Nc2ccc(F)cc2)c(-c2ccc(Cl)cc2)n1,-0.2,2,-1,-2,2,1.0,-3,0.0,-1.1
CC(C)COC(=O)c1ccccc1N1C(=O)C2C3CCC(C3)C2C1=O (configuration not stated),2.9,8,-10,-1,-3,x,-4,-1.0,-0.9
CC(C)c1ccc(S(=O)(=O)N(C)C2(C)CCS(=O)(=O)C2)cc1 (configuration not stated),0.7,1,-4,3,-3,1.1,-9,0.4,-1.0
O=C(CCNC(=O)c1ccccc1)NN=Cc1ccc(Br)o1,-3.7,9,-12,0,-4,-0.5,-8,-0.8,0.8
CC(C)(C)C(=O)NC(=S)Nc1ccc(Cc2ccncc2)cc1,-2.0,7,u,0,10,-1.8,1,-3.1,-1.3
COc1ccc(-c2nn(-c3ccccc3)cc2CN2CCCO2)c(F)c1,-1.6,2,-1,-2,2,2.1,-7,-1.3,-0.8
CCCCCCN(C(=O)CCl)c1ccccc1,1.4,-8,u,2,-4,-0.8,0,-1.1,-3.2
CCOC(=O)C1CCCN(C(=O)Cn2nc(C)c3c(C)n(-c4ccccc4)nc3c2=O)C1 (configuration not stated),-0.1,8,4,-2,-3,6.1,2,-2.1,-1.5
O=C(NCCCN1CCOCC1)c1ccc(Cl)cc1Cl,1.9,4,u,0,10,-0.9,9,-6.8,1.8
CCCOC(=O)c1c(NC(=O)c2cnn3c2NC(c2ccccc2)CC3C(F)(F)F)sc2c1CCCC2 (configuration not stated),0.3,-1,-10,6,1,-1.2,6,-1.6,-3.3
O=C(Nc1ccc(Cl)cc1)Nc1nnc(CSCc2ccccc2)s1,1.7,11,-2,-1,5,x,-10,0.1,-1.5
Cc1cccc(NC(=O)c2cccc(N3C(=O)CCC3=O)c2)c1,-2.2,-2,-1,1,8,1.1,13,0.9,-3.4
COc1cccc(-c2c(-c3cc(OC)cc(OC)c3)n(C)c3ccc(-c4cnc(OC)nc4)cc23)c1,0.4,-6,0,4,-7,-2.1,-4,-0.1,-0.8
COc1ccc(-c2c3c(cc(C)[n+]2[O-])oc2ccc(OC)cc23)cc1,1.9,10,-4,4,-5,x,-19,-0.6,-0.6
CC(C)(C)c1ccc(S(=O)(=O)NC(=O)C2(C)CCN2C(=O)C2(c3ccc(Cl)cc3)CC2)cc1 (configuration not stated),x,8,-6,2,-2,2.6,31*,1.3,2.7
CC1CCN(CCCCOc2ccccc2[N+](=O)[O-])CC1,1.8,19,7,2,-1,x,6,0.6,-0.3
O=C1NCN(c2ccccc2)C12CCN(C(c1ccccc1)c1nnnn1Cc1ccccc1)CC2 (configuration not stated),x,x,-6,2,-4,-8.6,22,-0.2,-1.0
CCN(CC)C(=O)c1cccc(-c2csc(C(NC(C)=O)c3ccccc3)n2)c1 (configuration not stated),x,4,1,2,-2,0.8,-5,-0.1,-1.5
CCCCCCCCNc1ncnc2[nH]ncc12,x,-5,-9,-2,17,x,2,-0.4,-7.2
COCCN1CCCC(CNCc2cn(C)nc2-c2ccc(Oc3ccccc3)cc2)C1 (configuration not stated),-0.8,2,-11,2,-22,x,4,0.5,-1.6
CCC(C)C(NC(=O)c1ccccc1NC(=O)c1ccco1)C(=O)O (configuration not stated),4.1,12,u,1,6,-1.8,-3,u,0.4
COc1ccc(-n2c(C)cc(SC)c(C(C)=O)c2=S)cc1,1.4,7,-8,3,-13,4.3,9,-0.2,-1.1
COc1ccc(CCN(C)CCN2C(=O)c3ccccc3C2=O)cc1OC,-0.8,-1,-4,-2,5,-0.1,11,-0.1,-5.5
COc1ccc(NC(=O)CSc2n[nH]c(=O)n2C2CC2)cc1OC,0.5,8,-10,3,-4,0.2,-8,-0.4,-0.5
Cc1ccccc1CS(=O)(=O)CCC(=O)NCCCN1CCN(c2ccccc2F)CC1,-1.5,2,-3,-3,-5,-0.2,12,0.6,1.4
CCOc1ccc(-c2cn3ccccc3n2)cc1[N+](=O)[O-],-1.8,5,-1,-1,-21,x,0,0.5,-1.5
CCc1ccccc1-n1nnnc1SCC(=O)Nc1cc(C)on1,2.1,2,-3,1,0,-0.5,6,0.9,-0.9
Cn1c(CNc2ccccc2)nc2ccccc21,-1.5,3,3,1,3,-0.4,-11,0.2,-0.8
COc1ccc(-n2c(C)nnc2SCC(=O)Nc2ccccc2F)cc1,-1.2,-2,-33,1,-1,0.5,-4,1.0,-0.8
Cc1ccc(S(=O)(=O)N2CCN(C(=O)COC(=O)/C=C/c3cccc(Cl)c3)CC2)c(C)c1,x,5,-2,3,-3,-0.4,-13,-0.2,1.0
CCOC(=O)C1CCCN(C(=O)/C=C/c2cc(OC)c(OC)c(OC)c2)C1 (configuration not stated),-1.7,10,-2,6,8,x,-10,-0.5,-0.2
Cc1c(-n2c(O)c(C3=c4ccccc4=NC3=O)sc2=O)c(=O)n(-c2ccccc2)n1C,-4.4,4,-8,4,-6,x,5,-1.4,0.4
O=C(NCc1ccco1)[C@@H]1CSC2c3ccccc3C(=O)N21 (some centres not stated),-4.2,-5,-23,1,-3,2.8,2,0.1,0.5
CC1(CCc2ccccc2)NC(=O)N(CC(=O)Nc2ccccc2C#N)C1=O (configuration not stated),-1.7,-8,-3,-2,-2,x,-6,2.8,-4.9
Cc1cc(NC(=O)CSc2nc3c(c(-c4cccnc4)c2C#N)CCC3)no1,-3.5,18,-2,0,2,0.0,14,0.2,-2.1
COc1ccc(C(=O)Nc2ccc(C(=O)c3ccccc3)cc2)cc1,-2.7,-2,-26,0,16,0.4,-7,-11,-2.3
CCCc1nnc(NC(=O)CCC(=O)N2CCN(Cc3ccc(F)cc3)CC2)s1,0.2,4,6,2,3,-4.2,28,-0.6,-1.4
COc1ccc(C2=CSC(/N=C/c3ccc(F)cc3)=NN2)cc1,0.2,6,-16,-1,-5,0.6,7,1.3,-0.5
CC(C)c1ccc(CNC(=O)CSCC(=O)Nc2ccc3ccccc3c2)cc1,-1.5,3,-5,1,0,-1.8,5,-1.2,-2.5
